RXFP1 ag: qHTS Assay for Agonists of the Relaxin Receptor RXFP1 | Potency, µM (series often up to 57.5 µM), for the others: at the top dose activation, most hits filed as activators | 370,000 compounds, 0.3% hits | Relaxin receptor 1 (Homo sapiens), Q9HBX9 | HEK293T-RXFP1 cAMP TR-FRET, 30 min; response scale: percent of porcine relaxin response, buffer zero; also: potency is read from the fitted curve at half-maximal effect; % is scaled to controls: 0 for no effect and ±100 for the full control effect; nearly all actives have a fitted effect of over 60% in size; many of its hits are not listed in these tables
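HEK293T cells stably expressing RXFP1 were pretreated with the PDE4 inhibitor Ro 20174, exposed to compounds for 30 min at 37C, lysed, and cAMP was read by TR-FRET. Data normalized to buffer (basal) and 29 nM porcine relaxin (100%).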
Vif-A3F inh: qHTS for Inhibitors of Vif-A3F Interactions: qHTS; HeLa A3F-eYFP + Vif (tagged APOBEC3F with the HIV-1 protein that degrades it), YFP fluorescence increase; Potency, µM (titrated, usually from 46.1 µM), without a hit: at the highest dose activity, negative = active; 390,000 compounds, 0.2% hits; AID 602313, 2012; also: potency is read from the fitted curve at half-maximal effect; % of control where 0% means no effect; nearly all actives have a fitted effect of over 65% in size
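Fluorescence increase (Ex 488/Em 500-530) after overnight compound treatment at 37 deg C flags inhibition of Vif-driven A3F-eYFP loss in stable HeLa A3F-eYFP/Vif cells seeded overnight beforehand.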
D1 agonist: Allosteric Agonists of the Human D1 Dopamine Receptor: qHTS; D(1A) dopamine receptor (Homo sapiens), P21728; HEK293 T-REx D1 cells, calcium flux, agonist mode; activation, % at 2 µM; 360,000 compounds, 1% hits; in the data active = activation above about 30%; also: 0% is about no effect
Target sequence (P21728 whole entry, looked up): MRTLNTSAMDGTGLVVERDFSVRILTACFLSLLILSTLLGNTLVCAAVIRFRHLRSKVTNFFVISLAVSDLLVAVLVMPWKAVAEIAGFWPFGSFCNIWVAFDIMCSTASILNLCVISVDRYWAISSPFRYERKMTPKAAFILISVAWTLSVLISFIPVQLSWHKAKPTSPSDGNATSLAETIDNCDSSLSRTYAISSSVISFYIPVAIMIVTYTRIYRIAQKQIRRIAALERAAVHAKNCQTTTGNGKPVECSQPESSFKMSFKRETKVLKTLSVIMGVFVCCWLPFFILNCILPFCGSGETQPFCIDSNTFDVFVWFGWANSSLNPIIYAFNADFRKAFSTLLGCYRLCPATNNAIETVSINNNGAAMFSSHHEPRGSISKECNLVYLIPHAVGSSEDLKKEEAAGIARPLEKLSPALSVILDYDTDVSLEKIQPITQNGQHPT
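Tetracycline-induced HEK293 TREx D1 cells, force-coupled to calcium signalling, were dye-loaded with a no-wash calcium kit. Compound was pin-added after a 10 s baseline. Fluorescence was read kinetically at 1 cycle/s for 180 s, with calcium rises flagged as agonism.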
D2 potentiator: HTS Assay for Positive Allosteric Modulators of the Human D2 Dopamine Receptor: Primary Screen for Potentiators; D(2) dopamine receptor (Homo sapiens), P14416; HEK293 T-REx D2, calcium flux, EC20 dopamine potentiation; potentiation, % at 10 µM; 340,000 compounds, 0.34% hits; AID 485347, 2010;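 active = potentiation over 3 SD above the plate norm, cut at about 30% in these data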; also: 0% is about no effect
Target sequence (P14416 whole entry, looked up): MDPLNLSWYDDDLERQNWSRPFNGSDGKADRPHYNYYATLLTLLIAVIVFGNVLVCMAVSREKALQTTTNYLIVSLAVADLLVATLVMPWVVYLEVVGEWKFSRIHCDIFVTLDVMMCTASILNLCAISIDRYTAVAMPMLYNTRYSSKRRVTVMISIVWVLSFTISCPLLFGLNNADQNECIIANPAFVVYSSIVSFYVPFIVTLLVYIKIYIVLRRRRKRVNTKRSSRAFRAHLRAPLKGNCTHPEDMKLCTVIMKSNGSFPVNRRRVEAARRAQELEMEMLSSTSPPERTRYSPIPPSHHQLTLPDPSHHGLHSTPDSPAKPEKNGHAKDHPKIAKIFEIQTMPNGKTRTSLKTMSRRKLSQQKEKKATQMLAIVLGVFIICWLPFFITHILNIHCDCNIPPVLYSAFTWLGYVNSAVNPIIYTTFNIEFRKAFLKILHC
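Potentiation of an EC20 dopamine calcium response is measured in a force-coupled, tetracycline-inducible Hek293 Trex D2 line. Compound-only kinetic reads over 180 s flag agonists before dopamine addition.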
LDHA block: qHTS assay for inhibitors of human lactate dehydrogenase | 480,000 compounds, 0.15% hits | purified LDHA, NADH/diaphorase-resazurin fluorescence; hits give low values | activity change, % (values are at about 110 or 230 µM) | AID 1347041, 2019 | L-lactate dehydrogenase A chain (Homo sapiens), P00338; in the data active = activity change below about -30%; inconclusive = mostly about -25% to -30%;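 also: plate controls were DMSO wells for no effect and wells without enzyme for full effect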
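Human LDH5 at 2 nM final in Tris HCl pH 7.4 with 0.06 mM NADH and 0.2 mM pyruvate, reacted 5 minutes at room temperature. Remaining NADH coupled via diaphorase/resazurin; resorufin fluorescence read at 0 and 20 minutes, normalized to enzyme-free and DMSO wells.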
Glioma ERSR ind: qHTS for Inducers of the Endoplasmic Reticulum Stress Response (ERSR) in Human Glioma: qHTS; 420,000 compounds, 0.02% hits; U87-MG GRP78 promoter luciferase reporter, 16 h; Potency, µM, for the others: at the top dose activation, usual class: activators; also: potency is read from the fitted curve at half-maximal effect; series mostly up to about 76 µM; % of control where 0% means no effect; nearly all actives have a fitted effect of over 35% in size
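Stably transfected U87-MG glioma cells carrying a GRP78-based luciferase sensor; 16 h compound incubation. Luminescence end-point read 10 min after Bright-Glo addition at room temperature.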
Vif-APOBEC3G blk: qHTS for Inhibitors of Vif-A3G Interactions: qHTS; Potency, µM (highest dose often 46.1 µM), for inactives: at the highest dose activity, negative = active, actives largely listed as inhibitors; AID 602310, 2012; HeLa A3G-eYFP + Vif (tagged APOBEC3G with the HIV-1 protein that degrades it), YFP fluorescence, overnight; 410,000 compounds, 0.076% hits; DNA dC->dU-editing enzyme APOBEC-3G (Homo sapiens), Q9HC16;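 also: potency is read from the fitted curve at half-maximal effect; % is scaled to controls: 0 for no effect and ±100 for the full control effect; nearly all actives have a fitted effect of over 60% in size; hits raise eYFP signal because A3G escapes Vif-driven loss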
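HeLa cells stably expressing Vif and C-terminally eYFP-tagged A3G, seeded overnight at 37 deg C, then exposed to compound by pintool overnight at 37 deg C. Rise in yellow fluorescence (Ex 488/Em 500-530, Acumen) marks blocked Vif-driven A3G degradation.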
D1 antagonist: Antagonist of Human D 1 Dopamine Receptor: qHTS | D(1A) dopamine receptor (Homo sapiens), P21728 | HEK293 TREx D1 cells, calcium flux, dopamine EC80; hits give low values | activity change, negative = inhibition, % at 10 µM | 360,000 compounds, 3.2% hits | AID 504652, 2011; in the data active = activity change below about -30%; also: % is scaled to controls: 0 for no effect and ±100 for the full control effect
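HEK293 T-REx cells expressing inducible, force-coupled D1 receptor; no-wash Ca dye, 30–90 min RT. Cmpd → 180 s read at 1 Hz → EC80 DA → 180 s read.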
D1 potentiator: Potentiators of Human D1 Dopamine Receptor: qHTS; D(1A) dopamine receptor (Homo sapiens), P21728; HEK293 TREx D1 cells, calcium flux, dopamine EC20 potentiation; potentiation, % at 10 µM; 360,000 compounds, 0.036% hits; in the data active = potentiation above about 30%; also: 0% is about no effect
Numbers without * were called inactive; ? = inconclusive; / = no result given; & = joins results of further samples; ! = a repeat was not active. Unless noted, calls follow the shape of the dose curve; as a rule, active = well fitted curve in the direction sought with a large enough effect; inconclusive = small, poorly fitted or top-dose-only effect, or another doubt; inactive = no such curve, though single readings can be large; an effect the other way counts as inactive or inconclusive.

mol,RXFP1 ag,Vif-A3F inh,D1 agonist,D2 potentiator,LDHA block,Glioma ERSR ind,Vif-APOBEC3G blk,D1 antagonist,D1 potentiator
COc1ccc(NC(=S)NCCN2CCC(C)CC2)cc1,-0.4%,-12%,3,-8,3,-2%,-22%,/,1
CN1CCN(c2nc(-c3ccccc3)ncc2S(C)(=O)=O)CC1,2.3%,?,4,3,-6,-4%,-3%,-3,-8
CC(N=C1NS(=O)(=O)c2ccccc21)C(=O)OCC(=O)N(C)C1CCS(=O)(=O)C1 (configuration not stated),-1.1%,-1%,2,-12,-3,0%,-2%,0,0
Cc1ccccc1CS(=O)(=O)CCC(=O)O,1.9%,1%,5,-2,-6,0%,-1%,8,2
CCOC(=O)c1[nH]c(C)c(C(=O)NC2CCCC2)c1C,-0.6%,-6%,1,0,-4,-1%,-1%,14,0
O=C(CCc1c[nH]c2ccccc12)NCc1ccncc1,-0.4%,-12%,-2,20,-32*!,-3%,-4%,10,10
CC1=Nc2cccc3cccc(c23)N1,0.3%,2%,0,14,4,?,3%,-5,-2
COc1ccc2[nH]c3c(=O)n(Cc4ccc(C(=O)N5CCC(C(N)=O)CC5)cc4)c(=S)[nH]c3c2c1,22%,2%,2,20,1,-3%,0%,-10,-3
CCn1cc(C(=O)N2CCN(c3cccc(Cl)c3)CC2)c(=O)c2cc(S(=O)(=O)N3CCOCC3)ccc21,2.6%,0%,-1,3,-6,1%,7%,5,-1
COc1ccccc1N(CC(=O)Nc1ccccc1F)S(C)(=O)=O,1.2%,3%,-1,2,-4,0%,3%,-8,-1
COc1cccc(C(=O)OCC(=O)NCCc2ccccc2)c1OC,-0.5%,1%,4,-2,-2,-4%,-1%,8,-3
Cc1ccc(C)c(-n2c(SCC(=O)O)nc3sc4c(c3c2=O)CCCC4)c1,0.3%,-3%,2,1,-4,-2%,-2%,-2,-5
CO/N=C/c1ccc(Sc2ccccc2N)c([N+](=O)[O-])c1,-0.1%,8%,1,6,-1,-1%,4%,-3,-8
CC(C)(C)C(=O)NCCc1nc2ccccc2n1CCCCOc1ccccc1,0.7%,4%,-3,-7,-3,-6%,0%,0,1
O=C1Nc2ccc([N+](=O)[O-])cc2OC1CCN1CCN(Cc2ccccc2)CC1 (configuration not stated),5.5%,8%,4,0,0,-7%,-2%,-12,-2

Complete entries as entered above:
O=C(CCc1c[nH]c2ccccc12)NCc1ccncc1 across the screens: RXFP1 ag = -0.4%; Vif-A3F inh = -12%; D1 agonist = -2; D2 potentiator = 20; LDHA block = -32*!; Glioma ERSR ind = -3%; Vif-APOBEC3G blk = -4%; D1 antagonist = 10; D1 potentiator = 10
Cc1ccc(C)c(-n2c(SCC(=O)O)nc3sc4c(c3c2=O)CCCC4)c1 across the screens: RXFP1 ag = 0.3%; Vif-A3F inh = -3%; D1 agonist = 2; D2 potentiator = 1; LDHA block = -4; Glioma ERSR ind = -2%; Vif-APOBEC3G blk = -2%; D1 antagonist = -2; D1 potentiator = -5

(cont.)
mol,RXFP1 ag,Vif-A3F inh,D1 agonist,D2 potentiator,LDHA block,Glioma ERSR ind,Vif-APOBEC3G blk,D1 antagonist,D1 potentiator
O=C(Cn1nc(-c2cccc(Cl)c2)ccc1=O)Nc1ccc(C(=O)NC2CC2)cc1,-2.1%,-3%,3,3,-8,-2%,-10%,-10,-6
CCOC(=O)c1c2ccc(OCC(=O)N/N=C/c3ccc(C)cc3)cc2n2ccccc12,0.8%,/,19,-8,18,-4%,-3%,-2,1
O=S(=O)(NCC1CCCN(Cc2ccccc2O)C1)c1cccc2cccnc12 (configuration not stated),0.7%,-19%,2,-21,2,-6%,2%,-5,-6
CCOc1ccc(Nc2cc(C(=O)NCc3ccccc3Cl)c3ccccc3n2)cc1,7.9%,-4%,-1,-2,-12,3%,-1%,-10,2
O=C(CN1CCN(c2ccccc2)CC1)Nc1ccccc1Sc1ccccc1,3.2%,0%,2,-2,-1,-4%,1%,0,-5
COC(=O)c1cc(C(=O)NCCN2C(=O)S/C(=C\c3cccs3)C2=O)cc([N+](=O)[O-])c1,5.2%,1%,1,-10,-5,-3%,-6%,-12,-5
O=C(NCc1ccc(Cl)cc1)C1CCN(c2ncnc3c2nc2n3CCCCC2)CC1,1.4%,0%,-1,3,-1,-2%,-1%,8,-2
COc1ccc(-c2cc(C(C)=O)c(C)n2CCC(=O)Nc2cc(C)ccc2OC)cc1,2.0%,2%,0,13,2,-1%,3%,-12,-6
Cc1ccc(CNC(=O)c2ccc(CN3CC(=O)N4CCCCC4C3=O)cc2)cc1 (configuration not stated),0.5%,1%,-1,3,-6,-1%,7%,10,3
COc1ccc(NC2CC(=O)N(c3ccc(C(=O)O)cc3)C2=O)cc1 (configuration not stated),-0.1%,0%,5,0,7,-2%,1%,7,-4
CCOC(=O)C1CCCN(C(=O)c2cnn3c(C(F)F)cc(-c4ccc(C)cc4)nc23)C1 (configuration not stated),0.9%,-10%,3,/,4,-3%,-10%,10,4
O=C(CC1C(=O)NCCN1Cc1c(F)cccc1Cl)NC1CCCC1 (configuration not stated),1.0%,3%,2,7,5,-3%,-8%,10,-2
COc1cc(NC(=O)Nc2cccc(C(C)=O)c2)cc(OC)c1OC,1.2%,3%,3,7,15,1%,-1%,-10,-1
COc1ccc(NC(=O)CON=CC(=O)Nc2ccc(C)cc2)c(OC)c1,/,-4%,/,/,0,-3%,2%,/,/
CCN(CC)c1ccc(/C=C2\CCC(/C=C(\C#N)C(=O)Nc3ccccc3F)=C2N2CCOCC2)cc1,-1.1%,-11%,4,1,-2,-3%,-17%,24,-1
CC(NC(=O)COC(=O)/C=C/c1ccc([N+](=O)[O-])cc1)c1ccccc1 (configuration not stated),0.6%,7%,1,14,3,-4%,-3%,2,4
CC(C)NC(=O)CC(=O)Nc1ccc2nc3n(c(=O)c2c1)CCCCC3,12%,1%,1,-4,-5,-2%,4%,-10,2
COc1ccc(NS(=O)(=O)c2ccc(N3C(=O)CCC3=O)cc2)cc1,1.6%,9%,0,6,-1,-5%,0%,6,-2
O=C(COC(=O)c1n[nH]c(=O)c2ccccc12)Nc1ccccc1,3.2%,-7%,9,-8,-2&-1,-1%,2%,3,-4
O=C(COC(=O)CNC(=O)c1ccccc1)NCCCc1ccccc1,/,-9%,/,/,-4,-1%,0%,/,/
Cc1ccc(CNC(=O)COC(=O)CCOc2ccc(C)cc2)cc1,0.9%,2%,2,8,-3,-2%,0%,-4,0
CCNC(=O)COC(=O)c1cc(C)n(-c2ccccc2)c1C,0.5%,-10%,8,-3,-5,2%,2%,-55*,0
O=C(Nc1nnc(C2=COCCO2)o1)c1ccc(F)cc1,-1.8%,-36%,2,-2,1,0%,-5%,-17,-1
COCC(=O)N1CCCc2ccccc21,0.1%,0%,2,8,7,1%,-2%,-5,-1
COc1ccc(NC(=O)Nc2nnc(N3CCCCCC3)s2)cc1,-0.4%,-7%,-2,3,1,3%,0%,-2,0
Cc1cc(C)c(NC(=O)CS(=O)CC(=O)NC2CCCc3ccccc32)c(C)c1 (configuration not stated),0.2%,2%,1,-6,-8,-6%,-9%,/,-2
O=C(c1cccc(C(F)(F)F)c1)C1CCCN(C(=O)CCCn2cncn2)C1 (configuration not stated),3.2%,1%,1,-3,-6,0%,-5%,1,-4
Cc1csc(NC(=O)CSc2nc(=O)n(CCN(C)C)c3c2CCCC3)n1,3.8%,2%,1,7,-4,-3%,2%,2,0
NC(=O)c1cc(S(=O)(=O)N2CCc3ccccc3C2)cs1,-0.4%,6%,4,-2,-8,-5%,0%,-28,-6
Cc1cccc(NC(=O)CCC(=O)N/N=C/c2ccco2)c1C,-0.4%,-15%,1,13,-4,-5%,-7%,-12,-8
O=[N+]([O-])c1ccc(S(=O)(=O)N2CCN=C2SCc2cccnc2)cc1,-1.5%,-31%,1,-5,-1,-10%,4%,5,-5
O=C(Nc1ccc(NC(=O)c2ccc(Cl)cc2Cl)cc1)c1cccs1,2.0%,0%,5,14,-14,0%,-12%,-8,-2
CCOc1ccccc1NC(=O)c1c(NCc2ccc(C)o2)sc2c1CCC(C)C2 (configuration not stated),0.7%,4%,0,5,0,0%,-3%,0,-5
Cc1cc(Br)ccc1NC(=O)CN(C)C(=O)C1CSC2(C)CCC(=O)N12 (configuration not stated),0.1%,2%,2,4,-5,-1%,-5%,-33*,/
COc1ccccc1NC(=O)Nc1ccc(C(=O)N2CCCCC2)cc1,-0.5%,-6%,2,-7,-1,-2%,-8%,-13,0

The list is partial; count on the stated rates, not on these rows.
